Arrestin-AP2 inh: inhibitors of beta-arrestin/AP2 binding, primary screen, biochemical, GPCR trafficking, flow cytometry. beta-arrestin 1 C-terminal peptide binding to AP2 beta2-adaptin appendage (human). FITC-arrestin peptide / GST-AP2 beads; AP2 beta2 appendage carries R879A mutation. inhibition, % at 10 µM. 0.31% of 340,000 active. AID 504490, 2011;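 active means inhibition above a set limit, near 3 SD of compounds lacking own fluorescence, cut at about 54% in these data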;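 further: plate controls were DMSO wells for no effect and 5 µM unlabelled arrestin peptide for full effect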
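test system = AP2 appendage R879A on GSH beads | buffer or medium = PBS plus Tween 20 (0.05%) and BSA (0.1%) | incubation = 12 min plus 1 h, RT | detection = bead flow cytometry, FITC channel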
V-ATPase pHluor: regulators of yeast V-ATPase proton pumping, primary screen, pHLuorin cytosolic pH fluorescence. S. cerevisiae. response, % at 10 µM. 0.37% of 350,000 active. AID 504577, 2011; in the data active means response mostly above about 7.3%, no sharp cut-off; inactive means mostly below about 5.4%; further: actives read high; inactives centre near 0; some compounds called inactive have numbers as strong as hits
Cardiac RTF inh: cardiac RTF calcium sensitivity inhibitors, primary screen, biochemical, IANBD-TnC fluorescence, EC70 calcium | AID 493244, 2011 | Troponin I, cardiac muscle (Homo sapiens) + Troponin T, cardiac muscle (Homo sapiens) + … | 0.12% of 340,000 active | IANBD-labeled cardiac RTF, Ca2+ fluorescence | inhibition, % at 7.15 µM;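 active means inhibition above the mean inhibition of all tested compounds plus 3 SD, cut at about 17% in these data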;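 further: assay run at fixed EC70 calcium of 1.6 mM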
C-LANA FP: inhibitors of KSHV C-LANA binding to DNA, primary screen, biochemical, fluorescence polarization, FAM-LBS DNA, MBP-C-LANA, single point | Kaposi's sarcoma herpesvirus LANA C-terminal domain (residues 932-1162) DNA binding | AID 504423, 2011 | inhibition, % at 9 µM | 0.078% of 340,000 active;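 active means highest replicate inhibition at or above 60% at 9 µM, even if other replicates fall short; inactive means all replicates below 60% inhibition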;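 further: 0% = neutral control wells and 100% = 4 µM acridine orange control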
CAL PDZ FP-1: untagged CAL PDZ binding inhibitors, primary screen, biochemical, fluorescence polarization, HTS. AID 602252, 2012. Golgi-associated PDZ and coiled-coil motif-containing protein (Homo sapiens), Q9HD26. purified CAL PDZ, TMR-peptide fluorescence polarization, 1 h. 0.92% of 300,000 active. inhibition, % at 24.9 µM;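 active means mean inhibition of at least 30% with at least half of replicates also reaching 30%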;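 further: 0% = DMSO neutral control and 100% = excess unlabeled competitor peptide PRC23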
CAL PDZ FP-2: CAL PDZ peptide-binding inhibitors, primary screen, biochemical, fluorescence polarization, Cer-tagged CAL PDZ, HTS | AID 504414, 2011 | inhibition, % at 20 µM | 0.02% of 330,000 active | purified CAL PDZ, TMR-peptide fluorescence polarization, 1 h | Golgi-associated PDZ and coiled-coil motif-containing protein (Homo sapiens), Q9HD26;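 active means highest replicate inhibition of at least 40%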;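 further: plate controls were DMSO neutral control wells for no effect and unlabeled competitor peptide control wells for full effect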
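Read-out basis: mP drop reported as inhibition | Assay system: Tagged CAL PDZ protein CerCALP, purified | Benchmarks: Unlabelled peptide for full inhibition, DMSO wells as neutral | Schedule: 1 h incubation at room temperature before polarization reading | Buffer or medium: Sodium phosphate/NaCl buffer pH 7.4 with TCEP, IgG, Thesit | Doses: Single point, 20 µM | Measured by: Fluorescence polarization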
DSG3 Ab inh: inhibitors of pemphigus antibody binding to DSG3, primary screen, biochemical, bead-based, flow cytometry, scFv-GFP; 0.48% of 310,000 active; AID 588358, 2011; DSG3-coupled beads, scFv-anti-DSG3-GFP binding; active compounds read low; binding (percent of control), % at 10 µM;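 active means binding more than 3 SD below its plate's average and above zero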;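 further: hits lower antibody fragment binding to DSG3; some compounds called inactive have numbers as strong as hits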
Target sequence (P32926 whole entry, looked up, the tested form may be a part): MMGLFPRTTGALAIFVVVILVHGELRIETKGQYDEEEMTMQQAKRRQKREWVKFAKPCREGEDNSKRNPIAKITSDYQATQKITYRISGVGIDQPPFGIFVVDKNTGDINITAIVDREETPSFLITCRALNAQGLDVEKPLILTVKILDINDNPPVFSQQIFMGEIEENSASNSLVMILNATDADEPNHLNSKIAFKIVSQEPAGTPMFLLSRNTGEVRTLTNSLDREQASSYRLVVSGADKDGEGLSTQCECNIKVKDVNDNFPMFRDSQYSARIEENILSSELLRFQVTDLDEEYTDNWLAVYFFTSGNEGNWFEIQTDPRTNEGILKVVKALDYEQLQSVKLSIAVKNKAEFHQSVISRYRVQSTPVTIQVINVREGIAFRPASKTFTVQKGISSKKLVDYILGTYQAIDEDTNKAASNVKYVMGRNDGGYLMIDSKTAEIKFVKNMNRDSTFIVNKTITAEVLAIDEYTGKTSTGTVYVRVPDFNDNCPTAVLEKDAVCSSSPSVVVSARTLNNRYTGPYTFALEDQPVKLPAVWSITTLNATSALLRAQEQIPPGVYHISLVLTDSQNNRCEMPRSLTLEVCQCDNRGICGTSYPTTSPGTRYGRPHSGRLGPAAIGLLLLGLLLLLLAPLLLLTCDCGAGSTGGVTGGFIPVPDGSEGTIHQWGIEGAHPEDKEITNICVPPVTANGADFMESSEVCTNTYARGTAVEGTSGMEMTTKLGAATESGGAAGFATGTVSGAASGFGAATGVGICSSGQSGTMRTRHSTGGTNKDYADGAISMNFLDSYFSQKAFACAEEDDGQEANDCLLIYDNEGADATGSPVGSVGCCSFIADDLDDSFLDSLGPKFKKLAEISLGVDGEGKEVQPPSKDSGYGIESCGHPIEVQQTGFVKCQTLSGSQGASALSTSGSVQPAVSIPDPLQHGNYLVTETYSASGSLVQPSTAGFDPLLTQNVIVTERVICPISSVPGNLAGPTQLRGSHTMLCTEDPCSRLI
NSD2 HMT inh: NSD2 histone methyltransferase inhibitors, primary screen, biochemical, AlphaScreen, single concentration, set 2. AID 743445, 2014. inhibition, % at 12.5 µM. NSD2 peptide methylation, 120 min. 0.54% of 310,000 active. Histone-lysine N-methyltransferase NSD2 (Homo sapiens), O96028; in the data active means inhibition above about 50%
Keap1-Nrf2 PPI: Keap1-Nrf2 protein-protein interaction inhibitors, primary screen, biochemical, fluorescence polarization, single point | inhibition, % at 9.4 µM | Kelch-like ECH-associated protein 1 (Homo sapiens), Q14145 | 0.15% of 340,000 active | Keap1 Kelch-Nrf2 peptide fluorescence polarization, 1536-well | AID 504523, 2011; in the data active means inhibition above about 12%;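 further: human Keap1 Kelch domain with fluorescein labeled Nrf2 9mer peptide probe; 0% = neutral control wells and 100% = peptide positive control; higher means more block of Keap1 binding to Nrf2 peptide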
DAGLB inhibitor: DAGLB lipase inhibitors, primary screen, biochemical, fluorescence, HTS; 0.059% of 340,000 active; HEK293T DAGLB membrane lysate, EnzChek fluorogenic substrate; Diacylglycerol lipase-beta (Homo sapiens), Q8NCG7; inhibition, % at 5.17 µM; in the data active means inhibition above about 34%;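 further: 0% = enzyme with vehicle and 100% = wells lacking enzyme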
Numbers without * were called inactive; · = no result given; & = joins results of further samples.

structure	Arrestin-AP2 inh	V-ATPase pHluor	Cardiac RTF inh	C-LANA FP	CAL PDZ FP-1	CAL PDZ FP-2	DSG3 Ab inh	NSD2 HMT inh	Keap1-Nrf2 PPI	DAGLB inhibitor
Cc1c(C(=O)NNc2c(Cl)cccc2Cl)n(C)oc1=O	20	-3	-6	-0.9	-4	-0.9	115	-2	5	0
CCCc1nc2ccccc2c(C(=O)OCC(=O)NC2CC2)c1CC	-12	1	-1	-0.1	-4	0.7	105	5	3	-2
CN(C)c1cc2c(cc1NC(=O)c1ccccc1Cl)n(C)c(=O)n2C	-1	-3	3	-1.2	-2	0.1	118	7	-4	2
COc1ccccc1NS(=O)(=O)c1cccc(C(=O)N/N=C/c2c(C)nn(-c3ccccc3)c2N2CCCC2)c1	31	0	0	0.7	-3	-0.7	95	1	-1	0
CCCCNC(=S)NC1CCCC1	-1	3	-2	-0.9	-3	1.0	102	-1	-2	2
CCc1ccc(C(=O)OCC(=O)N2CCCCCC2)cc1	-2	3	1	-0.9	-4	-1.3	96	-1	1	-2
O=C(CCC(=O)c1cccs1)Nc1ccc(F)c(F)c1F	-5	1	2	-0.4	0	0.3	94	-5	-2	-4
CCOC(=O)/C(C#N)=C/C1=C(N2CCOCC2)C(C)(C)OCC1	3	4	-4	7.6	·	-0.1	111	0	1	4
CCc1ccccc1NC(=O)NC1CCCCC1	22	1	-2	-0.3	·	1.8	·	-1	0	-5
Cc1ccc(C(=O)NC2CCN(C(=O)Nc3ccccc3Cl)CC2)cc1	1	10	-21	1.1	-1	-2.7	99	-2	-3	-1
COc1ccc(CCC(=O)O)cc1OC	-8	2	-4	-0.7	-2	0.7	100	-2	1	-2
NC(=O)Cc1nc(-c2ccc([N+](=O)[O-])cc2)cs1	-4	1	-12	-1.1	1	0.0	102	0	-4	-1
O=C(Nc1ccc(Oc2ccccc2)cc1)c1ccco1	10	5	-7	0.3	0	-0.7	104	-2	3	-6
COc1cnc(-c2ccccn2)[nH]c1=O	11	1	5	2.5	-2	-2.4	102	-2	0	-2
O=C(Nc1cc(C(F)(F)F)ccc1-n1cncn1)c1ccc([N+](=O)[O-])o1	30	-2	5	1.1	1	-1.0	101	3	1	-2
CN1CCC(C(=O)N2CCCC(C(=O)c3ccc4c5c(cccc35)CC4)C2)CC1 (stereo not given)	22	2	-2	-0.1	3	-2.5	86	3	-1	1
c1ccc2c(c1)Oc1cccc3cccc-2c13	12	-2	-2	0.5	-6	1.1	96	-4	1	-3
COC(=O)c1c(NC(=O)c2ccccc2)sc(C(=O)c2ccccc2)c1C	4	2	8	-0.3	0	-1.7	99	0	-1	0
O=C(O)[C@H]1CCCN1C(=O)c1ccccc1N1C(=O)[C@@H]2Cc3c([nH]c4ccccc34)C(c3cccc(Cl)c3)N2C1=O (stereo not given in full)	6	0	-1	-0.4	-3	-0.9	·	·	4	2
COc1cc(S(=O)(=O)N2CCOCC2)ccc1NC(=O)COC(=O)c1cc(OC)c(OC)c(OC)c1	33	-3	-4	-2.2	-3	-0.6	·	1	0	-2
Cc1nn(C)c(C)c1N1C(=O)c2cccc3c(Br)ccc(c23)C1=O	5	7	-5	-1.0	-3	-0.5	110	-1	-5	4
Cc1ccc(CNC(=O)[C@H](Cc2ccccc2)NC(=O)c2ccco2)cc1	-2	-2	1	-0.1	-1	-2.0	110	0	-8	3
CCCN(CC(=O)Nc1ccc(F)c(F)c1F)C(=O)Cc1ccc(S(=O)(=O)N2CCOCC2)s1	27	4	-11	-2.8	-26	0.2	101	8	0	3
CCOC(=O)NC(=O)CSc1nc2ccc(OCC)cc2[nH]1	27	-2	-8	0.7	3	-2.6	74	0	6	3
CCN(CC)c1ccc(N=Nc2nn(C)c(C)c2[N+](=O)[O-])cc1	6	-1	8	-0.9	-2	0.3	97	4	-2	44*
Cc1cc(=O)c2c(o1)C(=O)c1occc1C2=O	-12	-3	-8	17	2	4.4	·	139*	6	5
CC(C)NC(=O)C(C)n1cccc1C(=O)c1ccccc1 (stereo not given)	-8	0	2	-1.4	0	-1.0	106	14	-4	-1
CCN(c1ccc(OC)cc1)S(=O)(=O)c1csc(C(N)=O)c1	5	0	-5	0.0	3	·	95	-2	4	-2
CCCCn1c(SCC(N)=O)nc2sc3c(c2c1=O)CCC3	-1	3	-1	-3.3	-2	1.9	115	2	-4	1
CCOc1ccc2nc(NCCNC(=O)C3CC3)c(C)cc2c1	-2	1	-10	-0.3	1	-2.2	75	0	3	4

Ordered by SMILES length (low to high): part of the list above.
structure	Arrestin-AP2 inh	V-ATPase pHluor	Cardiac RTF inh	C-LANA FP	CAL PDZ FP-1	CAL PDZ FP-2	DSG3 Ab inh	NSD2 HMT inh	Keap1-Nrf2 PPI	DAGLB inhibitor
O=C(CCC(=O)c1cccs1)Nc1ccc(F)c(F)c1F	-5	1	2	-0.4	0	0.3	94	-5	-2	-4
CCCCn1c(SCC(N)=O)nc2sc3c(c2c1=O)CCC3	-1	3	-1	-3.3	-2	1.9	115	2	-4	1
CN(C)c1cc2c(cc1NC(=O)c1ccccc1Cl)n(C)c(=O)n2C	-1	-3	3	-1.2	-2	0.1	118	7	-4	2
COC(=O)c1c(NC(=O)c2ccccc2)sc(C(=O)c2ccccc2)c1C	4	2	8	-0.3	0	-1.7	99	0	-1	0

More results follow.
structure	Arrestin-AP2 inh	V-ATPase pHluor	Cardiac RTF inh	C-LANA FP	CAL PDZ FP-1	CAL PDZ FP-2	DSG3 Ab inh	NSD2 HMT inh	Keap1-Nrf2 PPI	DAGLB inhibitor
CCOC(=O)c1c(NC(=S)Nc2ccc(OC)cc2)sc2c1CCC2	-21	2	6	0.2	-5	-1.6	129	-3	5	-11
CC1=C(C(N)=O)C(c2sccc2C)n2nnnc2N1 (stereo not given)	4	-2	-4	2.1	-3	-3.6	·	-3	-2	0
CCOc1ccc(S(=O)(=O)N2CCOCC2)cc1NC(=O)C1CSC2(C)CCC(=O)N12 (stereo not given)	7	1	-14	0.6	-2	-1.8	102	2	-6	-2
CSc1ccc(/C=C/C(=O)OCC(=O)NC2CCCCCC2)cc1	·	1	·	·	·	·	107	0	·	-4
CCC1Cc2c(nc(N)c3c(N)nc(N4CCOCC4)c(C#N)c23)O1 (stereo not given)	-8	-6	-8	0.8	2	-1.4	112	82*	-3	0
Cn1cc(CNC(=O)c2ccc(OC3CCN(Cc4ccccn4)CC3)cc2)cn1	20	-2	-1	0.8	0	-2.0	102	-4	0	0
CC(C)(C)c1ccc(/C=N/NC(=O)CN2CCS(=O)(=O)CC2)cc1	-1	0	-9	-0.1	-5	0.7	97	0	3	-1
O=C(Nc1nccs1)c1ccc(Br)c(S(=O)(=O)N2CCOCC2)c1	34	2	1	-0.4	-1	-2.0	·	-1	0	-2
CCCCCCc1ccc(N2C[C@H](C)[C@@H](CC(=O)NCc3ccccc3)C2=O)cc1	9	5	-2	-0.3	-2	-0.9	103	·	-3	-2
Oc1cc(Cl)cc(Cl)c1Cl	31	0	2	-1.6	-1	0.4	103	·	-1	4
COC(=O)c1c(NC(NC(=O)CC(C)C)C(Cl)(Cl)Cl)sc2c1CCC2 (stereo not given)	3	1	-3	-2.1	-2	-2.7	85	-3	4	-4
CCOc1ccccc1NC(=O)c1cc(C(=O)c2cc(Br)ccc2O)coc1=N	-25	-4	-3	1.4	-3	-1.0	101	-1	-2	-1
O=C(CS(=O)(=O)c1c[nH]c2ccccc12)Nc1ccc(F)cc1	24	-2	-12	-1.0	-3	-5.1	·	-4	-1	5
C/C(N)=C(/C#N)C(=O)COC(=O)C(NS(=O)(=O)c1ccc(Cl)cc1)C(C)O (stereo not given)	22&-7	3&2	7&5	0.3&1.2	2&-4	-0.4&-2.3	100	-33&1	-2&1	-1&1
Cc1cc(C)c(NC(=O)c2ccc3c(c2)C(=O)N(Cc2cccnc2)C3=O)c(C)c1	28	1	6	-0.2	3	-0.3	105	1	-3	2
O=C(O)CCC(NC(=O)c1cncc(O)c1)C(=O)O (stereo not given)	2	1	-4	1.0	-5	-1.2	101	2	-6	3
CCN(CC)c1ccc(S(=O)(=O)N2CCOCC2)cc1NS(C)(=O)=O	8	1	·	2.1	-9	-0.5	·	0	2	·
Cc1ccccc1NC(=S)NC1CCCC1	34	0	0	1.2	-1	1.4	100	-1	2	1
Cc1cc(NC(=O)c2nn(C)c(C)c2Br)no1	-14	1	5	-0.6	0	0.5	110	23	0	1
CCOC(=O)c1c(N)sc2c1CCC(CC)C2 (stereo not given)	2	-1	0	2.1	-3	-0.2	112	-5	-7	2
CC(Sc1n[nH]c(N)n1)c1nc2scc(-c3cccs3)c2c(=O)[nH]1 (stereo not given)	-13	2	-4	4.1	-6	-1.8	94	0	-2	10

2 compounds from above, reduced to DSG3 Ab inh.
structure	DSG3 Ab inh
Cc1ccccc1NC(=S)NC1CCCC1	100
Cc1cc(NC(=O)c2nn(C)c(C)c2Br)no1	110

Of the compounds above, three have a nitro group on carbon.
structure	Arrestin-AP2 inh	V-ATPase pHluor	Cardiac RTF inh	C-LANA FP	CAL PDZ FP-1	CAL PDZ FP-2	DSG3 Ab inh	NSD2 HMT inh	Keap1-Nrf2 PPI	DAGLB inhibitor
NC(=O)Cc1nc(-c2ccc([N+](=O)[O-])cc2)cs1	-4	1	-12	-1.1	1	0.0	102	0	-4	-1
O=C(Nc1cc(C(F)(F)F)ccc1-n1cncn1)c1ccc([N+](=O)[O-])o1	30	-2	5	1.1	1	-1.0	101	3	1	-2
CCN(CC)c1ccc(N=Nc2nn(C)c(C)c2[N+](=O)[O-])cc1	6	-1	8	-0.9	-2	0.3	97	4	-2	44*

Not all compounds are listed; the hit share may differ from the screen's.
